Kir21 block: blocks the mouse Kir2.1 inward-rectifier potassium channel | P35561 | HEK293-Kir2.1, FluxOR thallium flux fluorescence; hits give low values | B-score at 10 µM | 310,000 compounds, 0.85% hits;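 active = fluorescence ratio B-score at or below minus 3 SD of library scores, with starting-brightness B-score within 2 SD, cut at about -4.2 in these data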;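 also: channel flux triggered by added potassium and thallium sulfate stimulus; B-score of peak minus minimum fluorescence over baseline after thallium stimulus; more negative B-score means stronger Kir2.1 block with less thallium influx; some compounds called inactive have numbers as strong as hits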
Target sequence (P35561 whole entry, looked up): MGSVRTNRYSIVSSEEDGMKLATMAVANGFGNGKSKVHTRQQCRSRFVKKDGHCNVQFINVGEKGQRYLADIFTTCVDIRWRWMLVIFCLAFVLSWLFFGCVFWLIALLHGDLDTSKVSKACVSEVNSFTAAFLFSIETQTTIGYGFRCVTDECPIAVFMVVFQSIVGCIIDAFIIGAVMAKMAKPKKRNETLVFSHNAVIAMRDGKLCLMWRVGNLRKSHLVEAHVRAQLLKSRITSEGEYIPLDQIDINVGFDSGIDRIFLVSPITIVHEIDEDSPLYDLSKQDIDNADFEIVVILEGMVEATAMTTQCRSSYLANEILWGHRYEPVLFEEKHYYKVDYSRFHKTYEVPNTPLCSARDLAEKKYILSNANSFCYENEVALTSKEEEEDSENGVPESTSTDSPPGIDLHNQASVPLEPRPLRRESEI
KCNQ2 inh: KCNQ2 potassium channel inhibitors, primary screen, cell-based, CHO-K1, FluxOR thallium flux, B-score (AID 2156); O88943; 20 min; hits give low values; B-score at 10 µM; 310,000 compounds, 1.1% hits;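 active = fluorescence ratio B-score at most minus 3 library SDs, with starting brightness B-score within 2 library SDs, cut at about -5.5 in these data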
STK33 inh: blocks human STK33 kinase activity; Q9BYT3; inhibition, % at 10 µM; purified STK33, MBP phosphorylation, ADP-Glo luminescence; 320,000 compounds, 0.073% hits;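 active = inhibition at or above 25%, using the most active replicate where run in duplicate; inactive = inhibition below 25%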
Target sequence (Q9BYT3 whole entry, looked up): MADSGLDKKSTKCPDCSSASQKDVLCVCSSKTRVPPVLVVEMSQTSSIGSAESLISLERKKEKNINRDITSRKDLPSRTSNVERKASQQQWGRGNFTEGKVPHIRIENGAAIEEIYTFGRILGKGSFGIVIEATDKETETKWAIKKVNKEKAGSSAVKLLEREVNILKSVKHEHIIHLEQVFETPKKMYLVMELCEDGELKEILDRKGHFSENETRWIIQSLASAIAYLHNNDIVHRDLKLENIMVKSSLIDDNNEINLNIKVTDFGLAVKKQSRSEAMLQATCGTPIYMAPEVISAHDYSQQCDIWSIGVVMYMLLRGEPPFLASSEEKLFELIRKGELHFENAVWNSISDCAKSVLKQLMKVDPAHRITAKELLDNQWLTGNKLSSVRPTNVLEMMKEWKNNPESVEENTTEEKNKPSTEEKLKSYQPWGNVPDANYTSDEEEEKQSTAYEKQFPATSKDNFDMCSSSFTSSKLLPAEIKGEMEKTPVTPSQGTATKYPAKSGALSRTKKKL
* marks the source's active call; other numbers are inactive results; i = inactive; x = no result given.

SMILES	Kir21 block	KCNQ2 inh	STK33 inh
COc1ccccc1NC(=O)CN(Cc1ccco1)C(=O)c1cc2ccccc2o1	-0.06	-7.64*	-0.7
COCCCNC(=S)NNC(=O)C(O)(c1ccccc1)c1ccccc1	-1.01	i	-1.1
CCCCN=c1scc(-c2ccc3c(c2)NC(=O)CO3)n1N=C1CCCC1	-1.1	i	-1.4
O=C(CSc1ccccc1)Nc1ccc(NC(=O)c2ccco2)cc1	-0.51	i	0.1
COc1ccc(-c2nnc(SCC(=O)NNC(=O)Cc3ccccc3)n2C)cc1OC	-0.54	i	0.0
Cc1cccc(CC(=O)Nc2sc(C(C)C)cc2C(=O)N2CCOCC2)c1	0.28	i	-2.6
CCCCn1c(=O)[nH]c(=O)c2c1nc(-c1cc(Br)c(OCC)c(OC)c1)n2C	2.52	i	-1.9
O=C(O)CSCC(=O)N1CCN(c2nc3cc(Cl)ccc3s2)CC1	-1.59	i	-1.8
O=C(CSC1=NC(=O)C(Cc2ccccc2)C(=O)N1)NC1CCCCC1 (stereo not given)	0.77	i	0.7
O=C1CC(C(=O)N2CCC(N3CCC(C(=O)NC4CC4)CC3)CC2)c2ccccc21 (stereo not given)	-0.17	i	-0.5
OC(CNc1nc(-c2cccnc2)nc2ccccc12)c1ccccc1 (stereo not given)	-0.66	i	3.5
CCc1nn(C(C)C(=O)N2CC(C)CC(C)C2)c(=O)c2cc3occc3n12 (stereo not given)	0.07	-8.1*	-0.4
COc1cccc(OC)c1-c1nnc(-c2cn(C)c3ccccc23)o1	1.25	i	x
CC(NC(=O)CNC(=O)C1CCCCC1)c1ccc(S(N)(=O)=O)cc1 (stereo not given)	0.07	i	-1.5
CCN(CC)S(=O)(=O)c1cccc(C(=O)NC2CCCCC2)c1	0.1	i	0.9
CN(C)NC(=O)c1ccsc1NC(=O)c1ccc(S(=O)(=O)N(C)C)cc1	-1.19	i	-0.3
CC(C)CCN1CCN(Cc2cccs2)CC1CCO (stereo not given)	-0.48	i	x
O=C(CS(=O)CC(=O)N(CC(=O)NC1CCCC1)c1ccccc1F)Nc1ccc(F)cc1 (stereo not given)	0.37	i	-1.6
O=c1c2cc(NC(=S)N3CCCCC3)ccc2nc2n1CCCCC2	-0.17	i	-0.6
Cc1ccc(/C=C/S(=O)(=O)NCC(=O)OCC(=O)N2CC(=O)Nc3ccccc32)cc1	0.58	i	-0.9
Cc1cc2[nH]c(=O)c(=O)[nH]c2cc1S(=O)(=O)N1CCN(c2cccc(C)c2C)CC1	-0.01	i	-1.5
COc1cc(/C=N/NC(=O)CNC(=O)c2cccs2)ccc1O	0.76	i	-0.4
CN(CC(=O)N1CCN(c2ccccn2)CC1)S(=O)(=O)c1ccccc1	1.12	i	-2.9
CCOc1ncccc1C(=O)Nc1ccc(C)cn1	-1.18	i	1.2
O=C(CN1C(=O)C2CCCCN2C(=O)c2ccccc21)Nc1ccc(F)cc1 (stereo not given)	-0.4	i	-1.6
CC(=O)Nc1ccc(C(=O)OCC(=O)NC(=O)NC(C)(C)C)cc1	-2.35	i	-0.1
O=C(NCc1cccs1)c1ccc2c(c1)ncn2C1CCCC1	-2.41	i	6.6
COc1ccc2[nH]c(C(=O)N3CCN(c4ccccc4F)CC3)c(C)c2c1	-0.48	i	-0.3
C=CCn1c(SCC(=O)Nc2cccnc2Cl)nnc1-c1ccc(Cl)cc1	0.07	i	0.0
Cc1cccc(NC(=S)N2CCN(S(C)(=O)=O)CC2)c1	-0.78	i	-1.7
COc1ccc(CCNC(=O)c2n[nH]c(=O)c3ccccc23)cc1	0.29	i	0.4
COc1cc(NS(=O)(=O)c2c(C)oc3c(F)c(F)c(F)c(F)c23)cc(OC)c1OC	-2.54	-6.65*	-0.1
CC(=O)Oc1ccc(C(=O)OCC(=O)c2c(N)n(C)c(=O)n(C)c2=O)cc1OC(C)=O	0.42	i	0.1
CCOC(=O)c1ccc(NC(=S)N2CCC(C(N)=O)(N3CCCCC3)CC2)cc1	0.01	i	-1.7
Cc1cc(C(=O)C[N+]2(C)CCOCC2)c(C)n1-c1ccc(Br)cc1	3.86	i	-1.6
COC(=O)CNC(c1ccccc1)c1cc(C)ccc1NS(=O)(=O)c1ccc(C)cc1 (stereo not given)	-0.95	i	0.6
CC1=C/C(=N\Nc2ccccc2[N+](=O)[O-])CC(C)(C)C1	0.07	i	-0.4
O=C(CN1C(=O)c2ccccc2C1=O)Nc1ccc(-c2nc3ccccc3o2)cc1	0.95	i	0.5
COc1ccc(OC)c(C(=O)NC(CC(N)=O)c2ccc(N3CCC(N4CCCC4)CC3)c([N+](=O)[O-])c2)c1 (stereo not given)	1.44	i	-0.2
CC(=O)Nc1ccc(-c2csc(N/N=C\c3ccncc3)n2)cc1	-0.28	i	2.0
Cc1cc(N2CCOCC2)nc2ccc(NC(=O)CCC(=O)N3CCN(c4cccc(C(F)(F)F)c4)CC3)cc12	-0.94	i	-0.9
Cc1noc(C)c1CSCC(=O)OCC(=O)N1CC(=O)Nc2ccccc21	0.22	i	-0.2
O=C(CN(C(=O)c1csnn1)c1cccc(F)c1)NC1CCCC1	0.25	i	-0.9
Cc1ccc2c(c1)NC(=O)C(CC(=O)NCc1ccc(F)cc1)O2 (stereo not given)	0.54	i	0.2
CC(C)Cn1cc(C(=O)NCc2cccs2)c2c3ccccc3n(C)c2c1=O	-0.03	i	0.8
c1ccc(-n2nnnc2-n2nnc3ccccc32)cc1	0.89	i	-2.2
CC(C)(C)C(=O)/C(C#N)=C/c1cccs1	-0.05	i	-1.8
Cc1noc(C)c1-c1nc(CS(=O)(=O)c2ccc(F)cc2)no1	0.15	i	-0.6
CC1=NN(C(=O)c2ccc(Cn3cc(Br)c([N+](=O)[O-])n3)o2)C(O)(C(F)(F)F)C1 (stereo not given)	-0.35	i	-3.3
CN(C)C=NC(=O)c1cc(C(=O)c2ccc(F)cc2)c[nH]1	0.13	i	-0.6
COCc1cc(C)nc(OCC(=O)N/N=C/c2ccc(OC)c(OC)c2)c1C#N	-0.31	i	0.2
C/C(=N\NC(=O)C1(C)CC1(Br)Br)c1ccc(C)cc1C (stereo not given)	0.59	i	-1.6
CCOc1ccccc1CNn1cnnc1	0.43	i	-3.3
COC(=O)c1ccc(COc2ccccc2/C=C(\C#N)C(=O)Nc2c(C)cccc2C)cc1	-0.01	i	-0.9
C=CCn1c(SCc2nc3ccccc3c(=O)[nH]2)nc2ccccc2c1=O	1.62	i	0.5
Cc1cc(O)c(C(C)C)cc1NC(=O)c1ccc(Cl)cc1	0.63	i	-1.5
N#CNC(=Nc1cccc(C(F)(F)F)c1)SCc1ccc(C(=O)O)cc1	0.7	i	-0.4
O=C(Nc1cccc(NC(=O)c2cccnc2)c1)c1cccnc1	0.1	i	1.7
CCCCC(CC)CNC(=O)C1CC=CCC1C(=O)O (stereo not given)	-1.09	i	-0.5
COc1ccc(N2CCN(C(=O)CSc3nnc4c(C)cc5c(C)cc(C)cc5n34)CC2)cc1	0.51	i	-0.9

3 entries already listed, sorted by the number in STK33 inh, lowest first:
SMILES	Kir21 block	KCNQ2 inh	STK33 inh
CN(CC(=O)N1CCN(c2ccccn2)CC1)S(=O)(=O)c1ccccc1	1.12	i	-2.9
Cc1cccc(CC(=O)Nc2sc(C(C)C)cc2C(=O)N2CCOCC2)c1	0.28	i	-2.6
CC(C)Cn1cc(C(=O)NCc2cccs2)c2c3ccccc3n(C)c2c1=O	-0.03	i	0.8

New compounds follow
SMILES	Kir21 block	KCNQ2 inh	STK33 inh
COc1ccc(-c2cnnn2-c2ccc(NC(=O)c3ccc(S(=O)(=O)N4CCCCC4)cc3)cc2)cc1	-1.84	i	-1.4
COCCN(C(=O)COC(=O)c1ccco1)c1c(N)n(Cc2ccccc2)c(=O)[nH]c1=O	-0.72	i	0.1
COc1ccc(C(C(=O)Nc2ccc3c(c2)OCO3)N(C)C(=O)Cc2c[nH]c3ccccc23)cc1 (stereo not given)	-0.97	i	-1.4
COCCN1Cc2cccc(C(=O)NCCc3ccccc3)c2C1=O	-1.32	i	0.8
Cc1nnc(NC(=O)CSc2nc(CC(C)C)nc3c2c(=O)n(C)c(=O)n3C)s1	-0.11	i	-1.0
CCCSc1nc(NCc2ccco2)c2c3c(sc2n1)COC(C)(CC)C3 (stereo not given)	1.21	i	-0.9
Cc1ccc(CS(=O)(=O)c2ncc(Cl)c(C(=O)Nc3nnc(C)s3)n2)cc1	-2.18	i	x
COc1ccc(S(=O)(=O)N2CCCC2=O)cc1N(C)S(C)(=O)=O	0.37	i	0.3
COc1ccc(-c2nc3c(=O)n(C)c(=O)[nH]c3n2CCc2ccccc2)cc1	-0.45	i	-2.2
COc1ccc(N2C(=O)CCC(C(=O)Nc3ccccn3)C2c2ccc(OC)c(OC)c2)cc1 (stereo not given)	-0.39	i	-0.1
COc1cc(C(=O)OCCN2CCOCC2)cc(OC)c1OC	1.62	i	0.0
CS(=O)(=O)N(CC(=O)NCCSCc1cccc(Cl)c1)c1ccc(F)cc1	-1.94	i	-0.1
CCCCOC(=O)Cn1c(=O)n(CC(=O)OCCCC)c2cc(C)ccc21	-7*	i	0.0
Cc1cc(NC(=O)C(C)SCC(=O)OC(C)C(=O)Nc2cccc(C#N)c2)no1 (stereo not given)	-0.25	i	-2.2
CC(NC(=O)Nc1ccc(F)cc1)c1ccc2c(c1)OCO2 (stereo not given)	-0.05	i	-0.9
COc1ccc(S(=O)(=O)NC2CC(=O)N(c3ccc(C)c(C)c3)C2)cc1C (stereo not given)	0.19	i	-0.4
O=C(Nc1ccc(Nc2ccccc2)cc1)c1cccc(F)c1	0.14	i	-1.4
CCCS(=O)(=O)c1nc(S(=O)(=O)c2ccc(C)cc2)c(NCc2ccc3c(c2)OCO3)s1	-0.32	i	-1.2
O=C(CSC1=Nc2ccccc2C2=NC(CC(=O)NC3CCCCC3)C(=O)N12)NCc1ccco1 (stereo not given)	0.88	i	-1.4
CN1CCN(C2OC(=O)c3ccccc32)CC1 (stereo not given)	-0.33	i	0.1
Nc1cccc(S(=O)(=O)Nc2ccc(Br)cc2)c1	1.39	i	0.2
O=C(NCCc1ccccc1)c1ccnc(/C=N/O)c1	0.77	i	-2.6
Cc1ccc2nc3c(cc(C(=O)NCCc4ccccc4)c(=N)n3CCN3CCOCC3)c(=O)n2c1	0.99	i	-0.9
CCCC/C(C)=N\NC(=O)CNS(=O)(=O)c1ccc([N+](=O)[O-])cc1	-1.84	i	-0.2

Four of the compounds above, with each value named.
> O=C(Nc1ccc(Nc2ccccc2)cc1)c1cccc(F)c1
  Kir21 block: 0.14; KCNQ2 inh: i; STK33 inh: -1.4
> CCCS(=O)(=O)c1nc(S(=O)(=O)c2ccc(C)cc2)c(NCc2ccc3c(c2)OCO3)s1
  Kir21 block: -0.32; KCNQ2 inh: i; STK33 inh: -1.2
> O=C(CSC1=Nc2ccccc2C2=NC(CC(=O)NC3CCCCC3)C(=O)N12)NCc1ccco1 (stereo not given)
  Kir21 block: 0.88; KCNQ2 inh: i; STK33 inh: -1.4
> CN1CCN(C2OC(=O)c3ccccc32)CC1 (stereo not given)
  Kir21 block: -0.33; KCNQ2 inh: i; STK33 inh: 0.1

Additional results.
SMILES	Kir21 block	KCNQ2 inh	STK33 inh
OCC(O)/C=N/Nc1nc(N2CCCCC2)nc(N2CCCCC2)n1 (stereo not given)	-1.12	i	-0.2
O=C(NCc1ccccc1Cl)C1CCN(S(=O)(=O)c2ccc(-n3cnnn3)cc2)CC1	-0.45	i	-0.1
COc1ccccc1N1C(=O)C2CCC(c3ccccc3)CC2C1=O (stereo not given)	-0.64	i	-0.7
O=c1c2sccc2n(Cc2cc(=O)n3ccccc3n2)c(=O)n1-c1ccccc1	-0.19	i	0.1
Cc1ccc(NC(=O)c2c(-c3c(F)cccc3Cl)noc2C)cc1F	-0.07	i	-2.6
Cc1ccc(SCC(=O)OC(C)C(=O)N2CCc3ccccc32)cc1 (stereo not given)	-2.72	i	-0.5
CC(=O)c1cc2c(cc1NC(=O)c1ccco1)OCCO2	-0.01	i	0.2
O=C(c1ccc2c(c1)OCO2)N1CCN(c2ccccc2)CC1	-0.01	i	-1.2
Cc1[nH]c2ccccc2c1SCc1nnc(SCc2ccccc2)n1C	-0.51	i	-2.5
CCN(CC)C(=O)C1CCCN(Cc2ccccc2)C1 (stereo not given)	-0.97	i	-0.9
CC(=O)Nc1ccc(-c2nnc(SCC(=O)c3ccc4c(c3)Cc3ccccc3-4)n2C)cc1	-0.19	i	-1.2
CCNC(=O)NC(=O)COC(=O)CNC(=O)COc1ccccc1	0.24	i	-1.4
N=C1C(c2ccccc2)=C(O)CN1c1cccc(S(=O)(=O)NCc2ccco2)c1	0.31	i	0.0
CC(C)COc1ccc(C(=O)Nc2sc3c(c2C(=O)O)CC(C)(C)OC3)cc1	0.55	i	0.8
O=C(C1CC1)N(CCN(C(=O)C1CC1)c1ccccc1)c1ccccc1	-0.89	i	-0.1
COc1cccc(/C=N/Nc2cc(Cl)nc(C)n2)c1O	-0.03	i	0.4
COCCCn1c(=N)c(C(=O)NC2CCCCC2)cc2c(=O)n3ccccc3nc21	1.42	i	-1.9
CC(=O)Oc1ccc(N2C(=O)C3C4C=CC(CO)(O4)C3C2=O)cc1 (stereo not given)	-0.29	i	1.1
COc1cccc(N=c2oc3ccc(OC)cc3cc2-c2nc3ccccc3[nH]2)c1	-1.28	i	-0.1
CCOC(=O)c1cc(NC(=O)CSCCO)ccc1Cl	1.41	i	0.1

Compound activity from PubChem.
